Bioassay records from PubChem BioAssay.
Growth percent in the NCI-60 one-dose screen (48 h, 10 µM unless noted): 100 = growth as untreated, 0 = no growth, -100 = all killed.
DU-145: DU-145 prostate cancer. AID 1794760. actives 4.2% (n = 81,000)
OVCAR-5: OVCAR-5 ovarian cancer; AID 1794783; actives 2.9% (n = 82,000)
OVCAR-3: OVCAR-3 ovarian cancer; actives 7% (n = 79,000)
SF-268: SF-268 CNS cancer cells; actives 3.1% (n = 82,000)
SK-OV-3: SK-OV-3 ovarian cancer cells; actives 3.2% (n = 80,000)
OVCAR-8: OVCAR-8 ovarian cancer. actives 4.4% (n = 81,000). AID 1794782
U251: U251 CNS tumor cells. AID 1794753. actives 5.4% (n = 80,000)
OVCAR-4: OVCAR-4 ovarian cancer cells; actives 3.7% (n = 80,000)
PC-3: PC-3 prostate cancer cells. actives 3.9% (n = 80,000). AID 1794754
Starred values were filed as active, the others as inactive; · = not tested or not shown; & = joins results of further samples. The calls were made as follows: active = growth percent below 10; inactive = the rest. Rows were taken by chance. Share with any hit: about 9.5%.

SMILES	DU-145	OVCAR-5	OVCAR-3	SF-268	SK-OV-3	OVCAR-8	U251	OVCAR-4	PC-3
COc1ccccc1C1(CCC#N)CCCCC1=O (stereo not given)	112	105	102	110	99	110	99	95	94
COC(=O)C1(C)CCC[C@]2(C)[C@H]3C[C@@H]4[C@H]5[C@@H]6CC/C(=N\N=CCc7ccco7)[C@H]5[C@@]3(CC[C@@H]12)CC4(C(C)C)O6 (stereo not given in full)	103	104	·	90	113	92	91	99	69
COC(=O)c1c(-c2ccc(OC)cc2)c(-c2ccc(OC)cc2)[nH]c(=O)c1C#N	94	94	101	92	103	88	91	80	75
CCN(CC)C(=Nc1ccc(Cl)c(Cl)c1)SC(NC=O)=C(Cl)Cl	113	95	105	108	89	93	86	87	76
O=C(NCCCN1CCCC1=O)c1ccc(-c2ncc3cnc(-c4ccccc4)cn23)cc1	105	98	·	97	108	102	99	98	103
CCCCCCCCCCSCCO	113	107	114	109	111	99	93	104	90
COc1ccc2c(c1)oc1c2c2c(c3c4ccccc4n(C)c13)C(=O)N(O)C2=O	97	103	·	93	88	86	84	94	69
O=Cc1cn(C(=O)c2ccccc2)c2ccccc12	106	100	·	95	107	96	95	106	92
Cc1ccc(S(=O)(=O)N2CCc3ccccc3CC2)cc1	84	94	103	97	96	79	56	45	36
CCCCN1CCN(c2ccc3nc(-c4ccc5nc(-c6ccc(C(F)(F)F)cc6)[nH]c5c4)[nH]c3c2)CC1	-96*	-89*	-97*	-72*	·	-41*	-87*	-84*	-77*
Cc1ccc(C(=O)c2ccc(CC(=O)NNC(=O)Nc3ccc(Cl)c(C(F)(F)F)c3)n2C)cc1	95	89	100	74	105	89	95	100	78
COc1ccc(C(=O)CSc2nccc(Nc3ccc(S(=O)(=O)Nc4nccc(C)n4)cc3)n2)cc1	112	108	118	112	103	98	103	113	102
Nc1nc2ncc(CNc3ccc(C(=O)NC(CCC(=O)NC(CCC(=O)NC(CCC(=O)NC(CCC(=O)NC(CCC(=O)O)C(=O)O)C(=O)O)C(=O)O)C(=O)O)C(=O)O)cc3)nc2c(=O)[nH]1 (stereo not given)	108	110	118	105	101	101	110	111	100
COc1ccc(C2=C(c3cn(C)c4ccccc34)C(=O)OC2)cc1OC	49	65	-8.6*	52	·	48	35	40	21
O=C1NC(=S)S/C1=C\c1cc(Cl)ccc1Cl	106	91	86	85	107	97	87	73	92
Oc1[nH]c2ccccc2c1N=NC(=S)N=Nc1c(O)[nH]c2ccccc12	102	113	113	109	·	107	102	99	97
COc1ccc(C(=O)/C=C/c2ccc(Oc3ccc(Br)cc3)cc2)cc1OC	101	102	106	99	109	95	100	91	95
CC(C)CCN(C(=O)CCl)c1ccccc1	108	110	108	104	112	101	102	93	94
CCOC(=O)/C=C/c1nc(C(=O)OCC)c(C)c(=O)[nH]1	114	109	123	111	107	106	110	96	98
COc1ccc(Cl)cc1NC(=O)NNC(=O)C(=O)Nc1ccc(F)cc1	114	108	110	104	106	98	102	95	97
O=C(NCCN1CCOCC1)OCc1ccc2c(Cl)cc(Cl)c(O)c2n1	58	106	62	57	92	49	45	49	60
COc1ccc2oc(=O)c(C3(C)NC(=O)c4c(/C=C/C(=O)OC5CC6CCC5(C)C6(C)C)cccc4N3)cc2c1 (stereo not given)	80	66	70	73	68	60	64	75	20
COc1cc(NC(=O)Cc2cc3c(OC)c(OC)c(OC)cc3nc2CCC(N)=O)cc(OC)c1OC	102	104	106	99	101	102	99	103	98
CCOC(=O)c1ccc2c(c1)OC(NCc1ccc(C#N)cc1)C(=O)N2C (stereo not given)	108	102	111	96	119	102	98	103	95
CCOC(=O)CCN(Cc1ccccc1)C(=S)Nc1ccccc1	106	97	114	101	122	102	107	107	97

Next part
SMILES	DU-145	OVCAR-5	OVCAR-3	SF-268	SK-OV-3	OVCAR-8	U251	OVCAR-4	PC-3
CCCCSC1=C(Cl)CN(c2ccccc2)C1=O	104	99	·	106	105	102	100	107	103
CC(=O)Nc1ccc(I)cc1	104	105	100	97	110	97	93	112	96
CN1C(=O)N(C)C2Nn3c(s/c(=C\c4ccccc4F)c3=O)=NC21 (stereo not given)	95	93	35	85	76	87	82	85	30
COc1cccc(Nc2nc(SC)nc(-c3cccc([N+](=O)[O-])c3)c2C#N)c1	81	82	52	88	31	36	·	-1.4*	71
NC(=O)NC(=O)C(Cl)c1ccccc1 (stereo not given)	102	112	121	109	110	95	92	93	89
Cc1cn(-c2cc(F)cc(NC(=O)c3ccc(C)c(Nc4nccc(-c5cccnc5)n4)c3)c2)cn1	65	45	-31*	67	2.6*	32	·	-42*	69
COc1ccc2c(c1)c(-c1nc(N)nnc1-c1cn(C)c3ccccc13)cn2C	101	93	103	93	105	98	100	92	93
COc1ccc(OC)c(Cn2cc(C#N)c(N)c2C(=O)c2ccc(Br)cc2)c1	79	71	56	68	51	34	26	57	66
O=C(OC1C2C=CC1C1C(=O)NC21)c1ccccc1 (stereo not given)	133	103	113	110	100	110	104	109	100
C[Se]CC[C@H](N)C(=O)O	111	100	107	95	104	102	100	107	100
O=C(O)CCn1c(-c2ccc(Cl)cc2)nc(-c2ccccc2)c1-c1ccccc1	107	103	105	104	103	97	94	112	84
Cc1ccc(NC(=O)N2CC2C)cc1NC(=O)N1CC1C (stereo not given)	107	109	107	104	100	109	·	102	100
O=C(/C=C/c1cc2ccccc2[nH]c1=O)c1ccc(Cl)cc1	12	56	-10*	31	58	23	25	44	·
Cc1cccc(C[C@H](NC(=O)Nc2ccc(Cl)cc2F)C(=O)N[C@@H]2C(=O)N3C[C@H](OC(=O)CCN(C)C)C[C@H]3C(=O)N3CCCC[C@H]3C(=O)N[C@@H](C)C(=O)N3C[C@H](C)C[C@H]3C(=O)O[C@H]2C)c1	24	33	8.9*	25	·	17	23	11	17
CCOC(=O)/C(C#N)=C(/C)C1CC1	108	105	101	107	111	107	100	104	97
Clc1ccc2c(Nc3ccccc3)ccnc2c1	106	102	114	97	104	103	98	87	84
OCn1c2ccccc2c2ccccc21	114	95	101	98	107	105	100	102	100
CCOC(=O)C(N)Cc1cc(I)c(O)c(I)c1 (stereo not given)	107&109	107&109	102&113	100&99	97&107	104&110	110&104	107&108	90&98
CCCCCCCCCCOC(=N)c1ccc(O)c(OCC)c1	103	104	101	87	100	94	82	90	84
CC1(C)CC[C@]2(CO)CC[C@]3(C)C(=CC[C@@H]4[C@@]5(C)Cc6c([nH]c7ccccc67)C(C)(C)[C@@H]5CC[C@]43C)[C@@H]2C1	82	106	90	87	104	99	92	93	83
Oc1ccccc1-c1cc(-c2ccccc2Cl)[nH]n1	107	96	·	86	92	88	94	74	72
COc1ccc(C=Nc2ccccc2C(=O)O)cc1OC	109	96	103	98	105	103	89	109	94
COC(=O)/C=C/C(=O)c1cc(C)cc(C)c1O	103	99	102	96	104	111	108	101	102
O=C1Nc2cc(Cl)ccc2/C1=C\c1ccc(OCc2ccc(Br)cc2F)cc1	-13*	6.7*	-65*	-12*	-37*	-37*	-68*	-54*	-57*
CC(=O)NC(CO)C(=O)c1ccc([N+](=O)[O-])cc1 (stereo not given)	99	112	106	103	101	112	99	100	94

Entries of single compounds from above. Screens in order: DU-145	OVCAR-5	OVCAR-3	SF-268	SK-OV-3	OVCAR-8	U251	OVCAR-4	PC-3
Oc1ccccc1-c1cc(-c2ccccc2Cl)[nH]n1 in the list: 107	96	·	86	92	88	94	74	72
CC1(C)CC[C@]2(CO)CC[C@]3(C)C(=CC[C@@H]4[C@@]5(C)Cc6c([nH]c7ccccc67)C(C)(C)[C@@H]5CC[C@]43C)[C@@H]2C1 in the list: 82	106	90	87	104	99	92	93	83
CCCCSC1=C(Cl)CN(c2ccccc2)C1=O in the list: 104	99	·	106	105	102	100	107	103
Cc1cn(-c2cc(F)cc(NC(=O)c3ccc(C)c(Nc4nccc(-c5cccnc5)n4)c3)c2)cn1 in the list: 65	45	-31*	67	2.6*	32	·	-42*	69
COC(=O)/C=C/C(=O)c1cc(C)cc(C)c1O in the list: 103	99	102	96	104	111	108	101	102

Next section
SMILES	DU-145	OVCAR-5	OVCAR-3	SF-268	SK-OV-3	OVCAR-8	U251	OVCAR-4	PC-3
C1=NN(c2ccccc2)C2C3N(C=NN3c3ccccc3)c3ccccc3N12 (stereo not given)	98	78	103	87	103	93	100	104	82
Cn1cc(/C=C(/SS/C(=C/c2cn(C)c3cccc(C(=O)O)c23)C(=O)O)C(=O)O)c2c(C(=O)O)cccc21	104	105	109	101	114	103	100	100	97
O=C(Nc1ccc(Nc2ccncc2)cc1)c1ccc([N+](=O)[O-])cc1	69	101	60	92	89	61	38	67	70
O=CCN1C(=O)c2ccccc2C1=O	124	102	119	113	108	106	102	117	106
CCN(CC)C(C)(C)COC(=O)c1ccc(N)cc1	118	104	106	104	100	107	99	103	101
O=C(CN1C(=O)S/C(=C\C(Cl)=C\c2ccccc2)C1=O)Nc1cccc2nonc12	86	112	65	85	82	69	74	75	69
O=C(NC(=O)N1CCN(C(=O)NC(=O)c2ccc(Br)cc2)CC1)c1ccc(Br)cc1	108	125	132	99	109	80	94	·	86
O=[N+]([O-])c1ccc(N2COc3ccc4ccccc4c3C2)cc1	105	88	107	101	88	99	98	91	73
Cc1nnsc1C(=O)NCc1c(F)cccc1Cl	108	89	110	104	107	97	100	97	93
CC/C(=C(\c1ccc(O)cc1)c1ccc(OCCN(C)CCN(C)C(=O)CCCCC(=O)c2c(C)[nH]c(/C=C3\N=C(c4ccc[nH]4)C=C3OC)c2C)cc1)c1ccccc1	66	108	89	76	123	85	72	78	61
CC(C)c1ccc(C(C)C(=O)N(CCc2ccccc2)CC2=C(C(C)c3ccccn3)c3ccccc3C2)cc1 (stereo not given)	123	117	122	109	104	104	104	·	93
CCN(CCO)CCC(=O)c1ccc([N+](=O)[O-])cc1	103	116	104	97	107	101	98	103	103
CCc1ccc(NC(=O)N[C@@H](Cc2cc(F)cc(F)c2)C(=O)N[C@@H]2C(=O)N3CCC[C@H]3C(=O)N3CCO[C@H](C)[C@H]3C(=O)N[C@@H](CO)C(=O)N3C[C@H](C)C[C@H]3C(=O)O[C@H]2C)c(F)c1	26	36	·	32	26	23	29	23	17
CCOC(=O)C(COS(C)(=O)=O)(COS(C)(=O)=O)C(=O)OCC	·	105	106	99	104	103	101	107	99
CC(C)N(CCOc1ccc(-c2nc3sccn3c2-c2ccnc(S(C)(=O)=O)n2)cc1)C(C)C	100	104	73	96	90	91	91	72	62
COc1ccc(/C=c2\c(=O)n(-c3ccccc3)c3nn4c(n23)=NNC(N=Nc2ccc(Cl)cc2)=C4C)cc1	113	126	103	96	92	103	103	105	92
COc1cc2ncnc(Sc3nnc(NC(=O)c4ccccc4F)s3)c2cc1OC	79	95	95	93	95	80	63	86	72
COc1ccc(C=NCCN=Cc2ccc(OC)cc2OC)c(OC)c1	109	90	105	105	108	107	99	·	86
Cc1cnc(NC(=O)C(Cc2ccccc2)NC(=O)c2ccccc2)s1 (stereo not given)	85	106	84	97	108	93	92	59	71
CC1=NN(c2cc(S(=O)(=O)O)ccc2Cl)C(=O)C1	107	98	107	96	97	99	96	104	82
CN(C)S(=O)(=O)c1cccc(NC(=O)COC(=O)CCOc2ccccc2)c1	123	97	114	129	109	81	94	108	·
CCOC(=O)C1=C(C)OC(N)=C(C#N)C1c1cc(=O)oc2ccc(OC)cc12 (stereo not given)	106	106	106	99	107	99	106	113	105
Cc1cc(C)nc(NS(=O)(=O)c2ccc(Nc3nc4nc(SCc5ccccc5)nc(-c5ccc(O)cc5O)c4c(=O)[nH]3)cc2)n1	137	112	134	97	104	106	96	107	77
O=C(NNC(=O)c1cccc(F)c1)c1ccccc1	116	101	101	107	116	98	98	120	92
O=C(N/N=C/c1ccc(F)cc1)c1ccc2cccc(O)c2n1	105	107	108	100	97	96	103	110	89

A stretch taken from the entries so far:
SMILES	DU-145	OVCAR-5	OVCAR-3	SF-268	SK-OV-3	OVCAR-8	U251	OVCAR-4	PC-3
O=C(NNC(=O)c1cccc(F)c1)c1ccccc1	116	101	101	107	116	98	98	120	92
O=C(N/N=C/c1ccc(F)cc1)c1ccc2cccc(O)c2n1	105	107	108	100	97	96	103	110	89

Continuation.
SMILES	DU-145	OVCAR-5	OVCAR-3	SF-268	SK-OV-3	OVCAR-8	U251	OVCAR-4	PC-3
CSc1nc(C)c(Br)c(Sc2nc(N)nc3nc[nH]c23)n1	115	104	120	89	76	102	106	90	106
O=c1c(C=Nc2ccc(Cl)cc2)c(O)n(-c2ccc(Cl)cc2)n1-c1ccc(Cl)cc1	86	81	92	64	·	60	83	88	64
COc1ccc(NC(=O)c2oc3ncccc3c2N)cc1	100	110	96	98	101	98	100	97	91
CCOC(=O)CNC(=O)Cn1c(=O)[nH]c2ccccc2c1=O	113	98	119	101	125	104	103	114	109
N/C(=N\C(N)=N\c1nc2ccccc2s1)c1ccc2c(c1)OCO2	98	101	99	100	108	96	79	123	63
O/N=C/c1ccccn1	111	107	119	116	·	106	105	117	99
O=C1[C@H]2Cc3c([nH]c4ccccc34)[C@@H](c3c(Cl)cccc3Cl)N2C(=O)CN1C1CCN(Cc2c(Cl)cccc2Cl)CC1	102	104	103	87	104	96	87	87	75
Cc1cc2c(O)c(-c3ccc(C(C)C)cc3)c3sc(=O)oc3c2cc1C	94	107	107	101	98	92	90	84	64
C1CCC(O[Si](OC2CCCCC2)(OC2CCCCC2)OC2CCCCC2)CC1	114	104	110	108	119	111	102	125	107
CC(C)(O)/C=C/C(C)(C)O	115	108	120	113	105	105	99	103	99
CC1=C([Se]CC(OC(=O)[C@@H](CSSC(C)(C)C)NC(=O)OC(C)(C)C)C(=O)NC(C)(C)C)C(=O)c2ccccc2C1=O (stereo not given in full)	-99*	-76*	-99*	-97*	-100*	-74*	-87*	-93*	-72*
